High-throughput results: PubChem, NCI
NCI-60 one-dose screen, 48 h, at 10 µM unless noted. Numbers give growth in % (100 = growth as untreated, 0 = no growth, -100 = all killed).
SK-MEL-5 – SK-MEL-5 melanoma. hit rate 6.4% among 80,000
UACC-62 – UACC-62 melanoma | AID 1794756 | hit rate 5.4% among 81,000
SK-MEL-2 – SK-MEL-2 melanoma | hit rate 4.7% among 77,000 | AID 1794763
UACC-257 – UACC-257 melanoma; AID 1794764; hit rate 4.4% among 78,000
LOX IMVI – LOX IMVI melanoma; hit rate 7.4% among 79,000
MDA-MB-435 – MDA-MB-435 melanoma; hit rate 7.8% among 82,000
MALME-3M – MALME-3M melanoma; hit rate 5.8% among 78,000
SK-MEL-28 – SK-MEL-28 melanoma; hit rate 4.1% among 81,000
* marks the source's active call; other numbers are inactive results; . = not tested or not shown; & = joins results of further samples; ! = a repeat was not active; [ ] = remark or other dose. The calls were made as follows: active = growth percent below 10; inactive = the rest. Rows are unselected; 12% or so of the library scored in one or more.

Molecule	SK-MEL-5	UACC-62	SK-MEL-2	UACC-257	LOX IMVI	MDA-MB-435	MALME-3M	SK-MEL-28
Cc1nn(-c2ccccc2)c(Cl)c1C1CC(=O)CC(c2c(C)nn(-c3ccccc3)c2Cl)N1 (configuration not stated)	101	96	95	97	89	104	109	110
Fc1ccc(-c2nc(-c3nc4ccc(Br)cc4[nH]3)cc3c2[nH]c2ccccc23)cc1F	62	71	57	88	62	78	92	94
CC(O)CCc1ccco1 (configuration not stated)	111	102	118	103	92	104	101	117
Cc1ccc(-c2nc(SCC(=O)N3CCN(c4cc5c(cc4F)c(=O)c(C(=O)O)cn5C4CC4)CC3)nc(Cl)c2C#N)cc1	101	95	98	99	97	106	106	106
COc1cc(-c2ccc(/C=N/NC(=O)c3[nH]c4ccc(Br)cc4c3-c3ccccc3)o2)cc(OC)c1OC	92	77	107	92	.	90	95	87
COc1cc(C)ccc1Oc1nc(Nc2ccc(N3CCOCC3)cc2)ncc1NC(=O)Nc1cc(Cl)cc(Cl)c1	86	98	106	113	62	92	119	99
CCCCCCCCCCCCCCCCCCCCCC(=O)O	103	96	120	90	97	106	97	92
COc1ccc(/C(C)=N/N=C2C(=O)Nc3ccccc32)cc1S(N)(=O)=O	90	88	95	97	99	105	103	101
CCOC(=O)c1nc2c3ccccc3cnn2c1C(=O)c1ccc(Br)cc1	103	98	102	92	93	108	99	117
Cc1ccc(-c2cc(-c3ccc(F)cc3)[nH]c(=O)c2C#N)s1	96	99	105	110	95	108	101	.
Cc1ccc(/C=C2/C(=O)/C(=C/c3ccc(C)cc3)C3CCC2N3C)cc1	94	72	91	56	88	88	97	87
CCOC(=O)c1c(C)oc2ncnc(Nc3ccc(NC(=O)Nc4ccc(CC)cc4)cc3)c12	94	108	120	111	100	102	101	105
O=C1Nc2ccccc2C12OCCS2 (configuration not stated)	100	98	102	101	88	103	102	113
CC(C)[C@@H]1NC(=O)CNC(=O)[C@H](C)NC(=O)[C@H](Cc2ccc(O)cc2)NC(=O)[C@H](CCCCN)NC1=O	103	85	104	112	85	102	107	100
O=C1CCC(c2ccc3ccccc3c2)O1 (configuration not stated)	101	95	99	98	.	109	.	98
COc1ccc(/C=C(\C(=O)NNS(=O)(=O)c2ccc(C)cc2)c2nc3ccccc3s2)cc1	102	98	103	104	98	102	110	111
Cc1c2c(c(C)c3c1[nH]c1ccccc13)C(=O)N(CCCO)C2=O	88	66	91	106	76	93	87	87
CC(C)CSc1nc(NNC(N)=S)c(C#N)c(-c2ccccc2)n1	94	89	104	111	87	103	130	105
O=C(CCCCC(=O)OCC1CCCO1)OCC1CCCO1 (configuration not stated)	103	99	113	104	101	102	102	101
CCN(CC)CCN1c2ccc(C)cc2Sc2ccc3ccccc3c21	73	72	91	81	63	92	63	109
COc1cc2cc(Sc3ccc(NC(=O)c4ccccc4)cc3)c(C)nc2cc1OC	91	99	102	102	93	111	101	97
Cc1ccc(NC(=O)N=Nc2c(O)[nH]c3ccccc23)cc1	101	87	105	97	94	105	90	95
N=c1o[n-][n+](-c2ccccc2)c1-c1ccccc1	84	86	103	.	87	100	86	118
CCCCC(CC)CCC(C)OC(=O)c1ccccc1Cl (configuration not stated)	92	104	114	107	96	112	115	108
NC(=O)C1CCCCC1C(N)=O (configuration not stated)	108	111	112	108	106	118	125	110
CC(C)(C)CC(C)(C)c1ccc(OCCOc2ccc(C(N)=O)cc2[N+](=O)[O-])cc1	86	81	87	95	77	94	107	110
COc1ccc(-c2cc(-c3ccc(Cl)cc3)nc(SCCCC(=O)NO)n2)cc1	-52*	-57*	0.5*	3.4*	-25*	18	-12*	32
Cc1sc(NC(=O)c2ccco2)c(C(c2cccnc2)N2CCC(Cc3ccccc3)CC2)c1C (configuration not stated)	62	68	72	108	63	85	.	96
CC(=O)Nc1ccc(-n2cnc3cc(-c4ccc(O)cc4)ccc32)cc1	96	116	104	120	104	100	112	119
CC1(C)O[C@@H]2CC3C4CCC5=CC(=O)CCC5(C)C4(F)C(O)CC3(C)[C@]2(C(=O)CCl)O1 (some centres not stated)	101	91	108	100	97	96	89	119

(next part)
Each structure is followed by: SK-MEL-5	UACC-62	SK-MEL-2	UACC-257	LOX IMVI	MDA-MB-435	MALME-3M	SK-MEL-28
C=CC[n+]1c(/C=C2\Sc3ccccc3N2C)sc(-c2ccccc2)c1-c1ccccc1
    -98*	14	-16*	.	11	5.4*	4.7*	33
CCO/C=N/C1=C(C#N)C(c2ccc(F)cc2)c2sc3c(F)cccc3c2O1 (configuration not stated)
    36	15	2.3*	60	36	-24*	58	60
c1ccc(-c2cnnc3c4ccccc4nn23)cc1
    111	96	112	107	100	111	137	115
COc1ccc2nc3ccccc3c(NCc3ccc(F)cc3)c2c1
    -6.6*	39	35	-11*	-67*	24	-5.2*	35
Cc1ccc(C(=O)N2Cc3ccccc3CC2C(N)=O)c(C)c1 (configuration not stated)
    96[50 µM]	91[50 µM]	105[50 µM]	95[50 µM]	.	103[50 µM]	109[50 µM]	109[50 µM]
O=C1C=CC(=Nc2ccc(F)cc2)O1
    101	94	90	95	96	110	103	114
OC(c1ccccc1)c1ccccc1CN1CCCNC1=S (configuration not stated)
    102	103	113	90	101	102	114	113
CC(C)C[C@H](C(=O)O)N1CC=CCN(OCc2ccccc2)S1(=O)=O
    105	104	115	86	106	114	105	.
O=C(Nc1nc2ccc([N+](=O)[O-])cc2s1)Nc1ccc(Cl)cc1Cl
    28	56	65	60	35	60	52	80
COC(=O)c1ccc(Cn2c(=O)sn(CCCl)c2=O)cc1
    97	106	97	85	94	104	96	106
COC(=O)CCC1=C(CC(=O)OC)c2ccccc2CC1
    101	94	104	91	99	108	110	110
O=C(O)C(c1ccccc1)S(=O)(=O)O (configuration not stated)
    101	100	104	100	100	104	103	108
Cc1nc2ccc(Nc3nc(Cl)nc(N4CCOCC4)n3)cc2n1Cc1ccccc1
    89	92	.	104	68	110	97	83
O=C(Nc1ccc(Cl)c(Cl)c1)Nc1ccc(Cl)c(Cl)c1
    -97*!	-89*!	-79*!	-82*!	9.4*	-81*!	-16*	-79*!
CCCCCCCCCCCC(=O)N(CCCC)CCCC
    97	99	105	101	102	95	104	98

Entries of single compounds as entered above. Values in the order: SK-MEL-5, UACC-62, SK-MEL-2, UACC-257, LOX IMVI, MDA-MB-435, MALME-3M, SK-MEL-28
`COC(=O)CCC1=C(CC(=O)OC)c2ccccc2CC1` across the screens: 101, 94, 104, 91, 99, 108, 110, 110
`Cc1nc2ccc(Nc3nc(Cl)nc(N4CCOCC4)n3)cc2n1Cc1ccccc1` across the screens: 89, 92, ., 104, 68, 110, 97, 83

(listing goes on)
Each structure is followed by: SK-MEL-5	UACC-62	SK-MEL-2	UACC-257	LOX IMVI	MDA-MB-435	MALME-3M	SK-MEL-28
Nc1nonc1-c1nc2ccccc2n1CC(=O)Nc1ccc(OC(F)(F)F)cc1
    106	106	117	98	103	103	106	98
Clc1ccc(COc2ccc(Nc3ncnc4sc5c(c34)CCCC5)cc2Cl)cc1
    97	82	87	101	98	103	111	106
N#Cc1c(N)nc2c(nnn2-c2cccc(C(F)(F)F)c2)c1N
    88	88	91	103	95	108	121	111
Cc1ccc(NC(=O)C23CC(CN4CCN(C)CC4)(C2)C3)cc1Nc1nccc(-c2cccnc2)n1
    .	110	101	123	96	95	114	106
O=C(CSc1nc2ccccc2[nH]1)NCc1ccccc1
    102	95	120	100	98	96	109	102
COc1ccc(N=Nc2c(N)nn3c(-c4ccc(OC)c(OC)c4)c4c(N)c5c(nc4nc23)CCCC5)cc1
    99	95	109	103	.	104	103	110
O=C(NCc1ccc(N2CCOCC2)cc1)c1ccc(CN2CCCC2)cc1
    .	105	113	93	100	103	98	102
CCCC(C)C(=O)OCCCc1ccccc1 (configuration not stated)
    99	97	.	88	96	103	110	104
COCCn1c2nc(=O)n(-c3ccccc3)c(=O)c-2nc2ccccc21
    90	104	104	99	93	116	47	111
c1ccc(OCc2nnc(-c3ccc(Oc4ccccc4)cc3)o2)cc1
    100	91	91	109	102	101	101	116
O=C(COc1ccccc1)N1N=C(c2ccc(Cl)cc2)CC1c1c[nH]c2ccccc12 (configuration not stated)
    86	71	85	89	59	94	74	104
COC(=O)c1nc(N)nc(C(=O)OC)c1C(=O)/C=C/c1ccccc1
    103	104	107	103	107	102	104	121
COc1ccc(-c2cc(-c3ccc(Nc4nc(Nc5ccc(Cl)cc5)nc(Nc5ccc(Cl)cc5)n4)cc3)no2)cc1
    73	101	58	105	76	71	104	90
CC1(C)CC(=O)NC1=O
    100	100	99	101	96	95	102	105
O=C1NCCc2c1[nH]c1ccccc21
    106	101	102	100	107	103	159	110
Cn1cnc([N+](=O)[O-])c1/C=C1\Oc2cc(Cl)ccc2C1=O
    96	105	101	89	98	86	96	112
O=S(=O)(NCCNc1nccc(-c2c(-c3cccc(F)c3)nc3sccn23)n1)c1ccccc1
    19	25	52	65	36	17	69	54
C#CC(F)(F)[C@]1(O)CC[C@H]2[C@@H]3CCC4=CC(=O)CCC4=C3[C@@H](c3ccc(C(C)=O)cc3)C[C@@]21C
    .	80	99	90	49	102	-63*	107
O=[N+]([O-])c1ccc(N/N=C\c2cc(Br)ccc2O)nc1
    -36*	-17*	40	-3.8*	-18*!	25&29	17	34&38
Nc1n[nH]c(CCCO)c1-c1nc2ccccc2s1
    100	106	116	111	102	105	122	109
COc1ccc(-c2ccc(NNC(=O)c3ccc(Br)cc3)nn2)cc1OC
    90	83	110	115	100	97	121	100
Nc1nc(N(Cc2ccccc2)c2ccccc2)c2cn[nH]c2n1
    45	46	111	100	53	9.3*	63	63
CCCC1=C(C(=O)OCC)C(c2cccc(C#N)c2)C(C(=O)OCC)=C(CCC)N1
    69	81	104	92	94	100	108	108
Oc1ccc2[nH]cc(-c3cnc(-c4c[nH]c5ccc(O)cc45)cn3)c2c1
    95	97	90	90	99	101	112	102
CCN(CC)CCCCCCCNc1nccc2ccccc12
    97	104	111	112	96	100	110	122
Cc1nc2ccccc2c(/C=C/c2ccc(C(F)(F)F)cc2)c1C(=O)/C=C/c1ccccc1
    -79*	-40*	-44*	-26*	-92*	-39*	-65*	-52*
CCOC(=O)N1CCN(CCCCCOc2ccc(Cl)cc2)CC1
    83	.	103	77	94	104	102	97
O=C(CN1C(=O)C(=O)O/C1=C/c1ccccc1)OCc1ccccc1
    101	107	110	101	98	101	106	111
COC(CC(F)F)c1cn(S(=O)(=O)c2ccc(C)cc2)c2ccccc12 (configuration not stated)
    34	32	41	37	41	-44*	51	45

Some of the entries so far, field by field:
structure: Oc1ccc2[nH]cc(-c3cnc(-c4c[nH]c5ccc(O)cc45)cn3)c2c1
  SK-MEL-5 = 95 | UACC-62 = 97 | SK-MEL-2 = 90 | UACC-257 = 90 | LOX IMVI = 99 | MDA-MB-435 = 101 | MALME-3M = 112 | SK-MEL-28 = 102
structure: CCN(CC)CCCCCCCNc1nccc2ccccc12
  SK-MEL-5 = 97 | UACC-62 = 104 | SK-MEL-2 = 111 | UACC-257 = 112 | LOX IMVI = 96 | MDA-MB-435 = 100 | MALME-3M = 110 | SK-MEL-28 = 122
